FAS-TE inh = FAS thioesterase domain inhibitors, primary screen, biochemical, fluorescence intensity, uHTS. Fatty acid synthase (Homo sapiens), P49327. recombinant FAS-TE, OMFH fluorogenic substrate, fluorescence endpoint. inhibition, % at 15 µM. 360,000 tested, 0.67% active;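 active = compounds whose normalised, plate-corrected inhibition of enzyme fluorescence in the single-dose primary screen is 50% or more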;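 also: 0% = DMSO with enzyme and 100% = substrate without enzyme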
Target sequence (P49327 whole entry, looked up, the tested form may be a part): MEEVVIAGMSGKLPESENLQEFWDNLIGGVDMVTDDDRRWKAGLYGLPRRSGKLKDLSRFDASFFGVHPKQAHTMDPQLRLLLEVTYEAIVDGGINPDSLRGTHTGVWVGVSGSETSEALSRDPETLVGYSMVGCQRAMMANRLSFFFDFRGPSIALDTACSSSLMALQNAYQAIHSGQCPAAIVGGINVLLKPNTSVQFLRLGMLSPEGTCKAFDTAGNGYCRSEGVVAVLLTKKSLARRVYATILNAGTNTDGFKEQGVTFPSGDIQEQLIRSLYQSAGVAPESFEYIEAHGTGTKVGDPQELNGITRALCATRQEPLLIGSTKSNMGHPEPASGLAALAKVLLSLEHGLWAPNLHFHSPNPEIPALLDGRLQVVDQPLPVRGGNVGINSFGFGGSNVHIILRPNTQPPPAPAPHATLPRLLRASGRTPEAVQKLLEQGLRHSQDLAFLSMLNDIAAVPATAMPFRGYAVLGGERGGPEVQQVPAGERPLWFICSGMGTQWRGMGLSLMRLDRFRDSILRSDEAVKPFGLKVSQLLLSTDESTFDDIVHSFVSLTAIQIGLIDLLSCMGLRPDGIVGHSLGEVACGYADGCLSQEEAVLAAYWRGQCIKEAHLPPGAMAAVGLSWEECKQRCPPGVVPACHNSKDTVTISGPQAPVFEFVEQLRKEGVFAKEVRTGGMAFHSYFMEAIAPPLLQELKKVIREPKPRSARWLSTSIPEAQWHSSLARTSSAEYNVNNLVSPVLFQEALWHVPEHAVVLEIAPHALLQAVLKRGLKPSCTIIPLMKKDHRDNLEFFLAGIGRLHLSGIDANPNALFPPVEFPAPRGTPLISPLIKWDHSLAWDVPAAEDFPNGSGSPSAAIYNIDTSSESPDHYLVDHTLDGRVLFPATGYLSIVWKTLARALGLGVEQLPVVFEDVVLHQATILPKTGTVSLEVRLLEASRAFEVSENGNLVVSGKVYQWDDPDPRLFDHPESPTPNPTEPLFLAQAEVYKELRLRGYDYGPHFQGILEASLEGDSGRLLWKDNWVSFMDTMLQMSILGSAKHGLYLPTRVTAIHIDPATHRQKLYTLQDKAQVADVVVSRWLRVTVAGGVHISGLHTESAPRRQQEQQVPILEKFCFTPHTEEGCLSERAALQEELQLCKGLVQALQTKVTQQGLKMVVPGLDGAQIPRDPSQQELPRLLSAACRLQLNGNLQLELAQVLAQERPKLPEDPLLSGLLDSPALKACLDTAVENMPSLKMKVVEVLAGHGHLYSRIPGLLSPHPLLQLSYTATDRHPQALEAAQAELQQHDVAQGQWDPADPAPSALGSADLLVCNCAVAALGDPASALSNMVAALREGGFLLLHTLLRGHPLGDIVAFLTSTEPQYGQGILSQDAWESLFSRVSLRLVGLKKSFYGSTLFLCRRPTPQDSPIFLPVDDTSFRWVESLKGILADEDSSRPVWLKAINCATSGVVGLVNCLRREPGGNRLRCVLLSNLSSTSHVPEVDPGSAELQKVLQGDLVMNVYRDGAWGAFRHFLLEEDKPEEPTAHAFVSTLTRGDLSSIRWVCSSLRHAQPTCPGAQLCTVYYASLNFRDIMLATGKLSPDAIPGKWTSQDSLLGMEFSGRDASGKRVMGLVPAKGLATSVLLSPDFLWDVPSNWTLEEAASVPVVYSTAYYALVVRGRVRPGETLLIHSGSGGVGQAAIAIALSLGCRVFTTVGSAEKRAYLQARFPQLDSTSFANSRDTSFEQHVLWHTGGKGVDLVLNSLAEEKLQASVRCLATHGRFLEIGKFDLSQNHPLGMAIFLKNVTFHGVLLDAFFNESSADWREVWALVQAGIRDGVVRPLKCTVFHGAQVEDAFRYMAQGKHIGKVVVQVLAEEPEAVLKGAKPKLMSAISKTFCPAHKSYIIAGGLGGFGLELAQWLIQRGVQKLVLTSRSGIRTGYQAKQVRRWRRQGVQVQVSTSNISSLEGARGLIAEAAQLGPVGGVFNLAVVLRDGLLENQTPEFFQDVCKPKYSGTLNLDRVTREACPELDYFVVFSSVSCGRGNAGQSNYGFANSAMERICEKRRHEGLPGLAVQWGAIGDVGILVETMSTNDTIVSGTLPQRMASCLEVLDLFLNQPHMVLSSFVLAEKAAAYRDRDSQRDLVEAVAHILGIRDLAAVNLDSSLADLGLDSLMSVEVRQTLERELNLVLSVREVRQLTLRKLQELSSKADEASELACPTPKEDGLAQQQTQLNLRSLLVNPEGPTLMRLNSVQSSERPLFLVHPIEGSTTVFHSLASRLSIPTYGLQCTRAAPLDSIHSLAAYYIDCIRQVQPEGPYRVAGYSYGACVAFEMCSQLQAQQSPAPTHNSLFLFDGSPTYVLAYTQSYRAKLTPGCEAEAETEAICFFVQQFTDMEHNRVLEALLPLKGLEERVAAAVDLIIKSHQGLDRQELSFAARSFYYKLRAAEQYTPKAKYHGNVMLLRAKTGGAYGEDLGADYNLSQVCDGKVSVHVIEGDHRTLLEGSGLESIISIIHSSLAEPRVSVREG
TbMetRS inhib = T. brucei MetRS inhibitors, primary screen, biochemical, luminescence; methionyl-tRNA synthetase (Trypanosoma brucei brucei); AID 624268, 2012; inhibition, % at 11.9 µM; purified T. brucei MetRS, ATP depletion, Kinase-Glo luminescence; 360,000 tested, 0.4% active;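 active = inhibition above a per-plate cutoff of the control wells' mean inhibition plus 3 SD, cut at about 5.5% in these data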;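 also: 0% = DMSO wells median and 100% = median of wells with control inhibitor compound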
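Test system – parasite MetRS enzyme · Reagent – substrates ATP, L-methionine and bulk Escherichia coli tRNA · Doses – 11.9 µM compound single dose, 0.9% DMSO · Times – 15 min enzyme-compound preincubation, 2 h reaction, 10 min detection, 25 °C · Signal – Kinase-Glo luminescence, ATP depletion format · Controls – DMSO-only wells as low control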
MLLE-PAM2 inh = inhibitors of PABP1 MLLE–PAM2 peptide binding, primary screen, biochemical, fluorescence polarization, FITC-PAM2, GST-MLLE | 360,000 tested, 0.36% active | inhibition, % at 20 µM; in the data active = inhibition above about 35%, passing the limit was not always enough;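 also: plate controls were DMSO wells with GST-MLLE for no effect and wells lacking GST-MLLE protein for full effect; some results filed as inactive read as strong as hits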
MsrA inh = bovine MsrA enzyme inhibitors, primary screen, biochemical, absorbance, HTS; purified bovine MsrA, absorbance read-out; Methionine sulfoxide reductase A (Bos taurus); AID 651718, 2012; inhibition, % at 15.5 µM; 360,000 tested, 0.75% active; in the data active = inhibition above about 4.5%;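 also: 0% = vehicle wells with enzyme and 100% = reference inhibitor wells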
MsrA act = bovine MsrA enzyme activators, primary screen, biochemical, absorbance, HTS; Methionine sulfoxide reductase A (Bos taurus); purified bovine MsrA, absorbance read-out; activation, % at 10.6 µM; 360,000 tested, 0.3% active; in the data active = activation above about 7.5%;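 also: 0% = vehicle and 100% = reference activator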
eLon inh = inhibitors of E. coli Lon protease, primary screen, biochemical, fluorescence polarization; inhibition, % at 7.94 µM; 360,000 tested, 0.42% active; P0A9M0; AID 602123, 2011; purified E. coli Lon protease; in the data active = inhibition above about 13%, passing the limit was not always enough;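 also: 0% = enzyme with probe and DMSO and 100% = no enzyme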
MT1-MMP act inh = blockers of MT1-MMP proenzyme processing, primary screen, HT1080 RFP-PRO-GFP cells, GFP/RFP fluorescence; GFP/RFP ratio fluorescence, overnight; percent of plate control window, DMSO zero; GFP/RFP ratio change, % at 20 µM; 360,000 tested, 0.061% active; AID 651647, 2012;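 active = GFP/RFP ratio change of at least 30% with cell ATP level not reduced by more than half and red fluorescence within 50% of control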; also: strong numbers were not always called active
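Assay system: HT1080 cells carrying an RFP-PRO-GFP reporter | Dosing: Single dose of 20 µM compound, 1% DMSO final | Incubation: Cells overnight before dosing, compound overnight, 37 °C, 5% CO2 | Evaluation: GFP/RFP fluorescence ratio | Control set: DMSO and RFP-L50D-GFP cell wells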
SKN-1 inh = suppressors of acrylamide-induced Pgst-4::GFP reporter in worms, primary screen, SKN-1 inhibitor project, whole organism, uHTS, GFP/RFP fluorescence ratio, strain VP596; C. elegans VP596 Pgst-4::GFP/RFP ratio, 24 h; 360,000 tested, 0.49% active; AID 624304, 2012; inhibition, % at 21.8 µM;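 active = interference check ratio from 0.5 to 1.5 plus GFP to RFP signal ratio inhibition reaching or exceeding a fixed threshold, cut at about 30% in these data, passing the limit was not always enough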; also: some compounds called inactive have numbers as strong as hits
CendR NRP1 mod = modulators of CendR peptide binding to NRP-1, primary screen, biochemical, fluorescence polarization, uHTS. Neuropilin-1 (Homo sapiens), O14786. FAM-RPARPAR peptide binding to NRP-1. inhibition, % at 25 µM. 360,000 tested, 0.85% active. AID 602438, 2012;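 active = inhibition or corrected inhibition above about 18%, plus a signal ratio from 0.5 to 1.5, limit read from the data, passing the limit was not always enough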; also: strong numbers were not always called active
* hit, by the source's call; nt = not tested or not shown; & = joins results of further samples. Compounds were not picked by outcome. Share with any hit: about 4%.

#	SMILES	FAS-TE inh	TbMetRS inhib	MLLE-PAM2 inh	MsrA inh	MsrA act	eLon inh	MT1-MMP act inh	SKN-1 inh	CendR NRP1 mod
1	CN(CCCOc1ccccc1Br)Cc1ccccc1	6	-0.4	9	2.6	-2	7	0	-7	-7
2	CC(OC(=O)c1cc2sccc2n1C)C(=O)NCc1cccs1 (stereo not given)	2	-0.6	-12	0.2	-4	-5	0	5	-13
3	COC(=O)[C@]1(C)CCC[C@@]2(C)C3CC[C@@]4(C)C[C@]3(CCC21)CC4=NO (stereo not given in full)	-15	-0.1	-3	-0.6	4	2	5	2	16
4	COCCNC(=O)CCSCc1ccccc1F	-10	-0.3	-5	0.4	-1	-4	3	3	7
5	CCOc1ccc(OCC)c(C2C(C#N)=C(N)N(c3cccnc3)C3=C2C(=O)CC(C)(C)C3)c1 (stereo not given)	-3	-0.6	-1	0.9	-3	10	-8	1	8
6	CCOc1ccc(C(=O)NCC(=O)OC2CCOC2=O)cc1OCC (stereo not given)	-2	-0.2	8	2.2	0	-7	1	19	-15
7	CCOc1cccc2cc(C(=O)NCc3ccc(C)cc3)c(=N)oc12	1	-0.4	-120	2.0	-1	-12	-1	8	9
8	CCC(C)Sc1cccc(-c2nc3cnccn3c2NC2CCCCC2)c1 (stereo not given)	36	-0.1	-15	0.9	-1	5	-14	21	-22
9	CSCCC1NC(=O)N(CC(=O)Nc2cccc(S(=O)(=O)N3CCCCCC3)c2)C1=O (stereo not given)	2	0.0	-10	-0.3	15*	4	6	1	2
10	O=C(CN1CCCCC1)NC(=O)NCc1ccccc1	-17	0.0	9	-0.5	-2	4	1	6	-1
11	CCOc1cc(/C=N\Nc2ccc([N+](=O)[O-])cc2)ccc1OCC(=O)Nc1ccc(C)c(C)c1	-67	-1.4	-109	0.9	-3	-6	-175	-7	-150
12	C#CCN(C[C@@H]1[C@@H](OC(=O)NC2CCCC2)[C@@H](OC(=O)NC2CCCC2)CN(C(=O)OC(C)C)N1C(=O)OC(C)C)S(=O)(=O)c1ccc(C)cc1	14	-1.1	2	1.1	2	3	-17	-4	-3
13	Cc1cccc(C(=O)N2CCC(n3nnc4cc(F)ccc43)CC2)c1	-4	0.8	16	0.3	-5	0	0	20	-5
14	CC(C)(C)C(=O)NNC(=O)c1ccc(Oc2cc(Cl)cc(Cl)c2)o1	-5	0.7	-5	-0.5	-2	5	-5	-5	3
15	COc1ccc(NC(=O)Nc2c(C)n(-c3ccccc3)c(=O)n2C)cc1OC	-7	-0.1	-1	-0.9	0	6	3	15	15
16	CCCS(=O)(=O)c1nc(S(=O)(=O)c2ccc(C)cc2)c(N2CCC(C(N)=O)CC2)s1	7	0.3	3	1.3	-5	-5	3	23	-1
17	CCCC1=C(C(=O)OCC)C(c2ccc(OC)c(C)c2OC)C(C#N)=C(N)O1 (stereo not given)	-3	0.6	6	0.6	-5	0	1	3	5
18	COc1ccc(C)cc1NC(=O)C1CCN(S(C)(=O)=O)CC1	-4	-0.2	3	1.2	-2	-3	2	11	-8
19	Cn1nc(C(=O)Nc2cccc(C(F)(F)F)c2)c2ccccc2c1=O	17	-1.9	4	-0.9	-13	2	2	0	6
20	COc1ccc(/C=C/C(=O)NC(=S)Nc2ccc(N3CCN(C(C)=O)CC3)cc2)cc1	-6	0.4	13	0.1	4	3	2	3	7
21	O=C(NC1CCCCCC1)c1ccc(-n2cnnc2)cc1	-6	-0.5	-25	-0.2	-1	-9	0	-4	15
22	Cc1ccc(S(=O)(=O)N2CCN(CCOc3cccc(C)c3)CC2)cc1	30	-0.6	-8	0.4	-9	-3	4	3	3
23	CC1CCCC(NC(=O)COC(=O)c2c[nH]c(=O)[nH]c2=O)C1C (stereo not given)	-4	-0.1	-3	1.1	0	4	6	6	8
24	O=C(CCNC(=O)c1ccc(Br)cc1)Nc1ccccc1N1CCCC1	1	0.0	7	0.1	-2	-9	2	2	-9
25	CN(C)CC(C)(C)CNS(=O)(=O)c1ccc(Cl)c(Cl)c1	-1&-10	-0.2&-0.6	18&-2	1.3&0.4	-1&-8	-6&0	-6&4	12&-2	5&-7
26	Cc1cc(NC(=O)NC(=O)c2ccccc2)no1	-8	-0.5	-3	-0.6	-4	0	-1	0	3
27	CC1(C)Cc2ccccc2C(c2cc3ccccc3oc2=O)=N1	-5	0.9	0	1.2	1	-2	6	0	9
28	CCOC(=O)c1sc2nc3c(SCCC(=O)O)cc(C(=O)c4cc(OC)ccc4O)cn3c(=O)c2c1C	-5	0.3	-81	-1.1	-5	-20	-14	11	-185
29	CCN(CC)CCCNC(=O)CN1N=C(c2ccc(OC)cc2)CCC1=O	-6	0.3	0	-0.7	-1	-13	5	8	6
30	COc1cccc(NC(=O)NC2CCCc3ccccc32)c1 (stereo not given)	2	-0.2	-17	-1.6	-8	2	-3	10	8
31	CC1(C(=O)Nc2nnc(C(C)(C)C)s2)Cc2ccccc2C(=O)O1 (stereo not given)	-7	-0.5	4	0.4	-3	-2	4	-1	-4
32	Cc1ccc2nc(Nc3ccccc3)c(/C=N/O)c(=O)n2c1	-201	-2.3	4	1.2	-13	-12	-5	12	1
33	O=C(Cn1nnc2c(cnn2-c2ccc(F)cc2)c1=O)OC1CCCCC1	20	-0.5	-7	-0.1	-2	1	-1	-14	-12
34	COc1ccc(N(CC(=O)NC2CCCCCC2)S(=O)(=O)c2ccccc2)cc1Cl	5	-0.3	8	1.2	-1	1	3	2	1
35	Cc1ccc(NC(=O)COC(=O)CN2CSCC2=O)cc1C	-11	-0.4	15	1.4	-8	-8	5	2	-9
36	O=C(Nc1ccc(Cl)cn1)c1cc2c(s1)-c1ccccc1OC2	4	-0.8	-6	-0.3	-9	-3	0	38*	-23
37	Cn1cccc1C(=O)NC(=O)COC(=O)CC12CC3CC(CC(Br)(C3)C1)C2	11	-0.5	22	0.6	1	-12	-3	1	-7
38	CCN(CC)CCN(C(=O)c1ccc2c(c1)OCCO2)c1nc2cc(C)cc(C)c2s1	17	-0.1	-6	-0.7	-2	5	1	0	9
39	Cc1cccc2cc(CN(CC3CCCO3)C(=O)c3ccco3)c(=O)[nH]c12 (stereo not given)	0	0.0	9	0.4	-1	-2	-3	19	-3
40	Cc1cc(NC(=O)C(C)SCC(=O)N(C)Cc2c(F)cccc2Cl)no1 (stereo not given)	-6	-0.2	-12	-0.2	-3	-4	0	10	-5
41	CCC(CC)C(=O)Nc1ccc(Sc2ccc([N+](=O)[O-])cc2)cc1	37	-0.4	-7	0.8	-3	-6	1	13	8
42	CCOc1ccccc1CNC(=O)Cn1nc(C)c2c(C)n(-c3ccc(C)cc3)nc2c1=O	-3	-0.4	-9	nt	-2	0	1	12	-9
43	O=C(N/N=C/C(Cl)=C/c1ccccc1)c1cnccn1	-1	-1.1	-9	9.6*	-6	6	6	29	9
44	COc1cc2ccccc2cc1C(=O)Nc1nnc(-c2ccncc2)o1	-3	-0.7	5	0.7	-7	7	2	-5	11
45	CCOc1cc(N2CCOCC2)c(OCC)cc1NC(=O)c1ccc(S(C)(=O)=O)cc1	-2	-0.6	-16	0.5	-2	-2	-14	0	-2
46	Cc1ccc(C(=O)Nc2nnc(CC(=O)N/N=C/c3ccncc3)s2)cc1	-13	0.0	-45	-0.5	-6	6	2	0	-52
47	CSCCC(NC(=O)COc1ccccc1)C(=O)N(C)CC(=O)Nc1c(C)cccc1C (stereo not given)	-2	-0.2	-4	1.4	0	-11	-2	5	7
48	CC1C(c2ccccc2)N(C)C(c2ccccc2)C(C)C1(O)C#Cc1ccccc1 (stereo not given)	24	-1.6	-10	0.7	-8	-5	-11	-5	1
49	CC(=O)Nc1ccc(S(=O)(=O)NCCC(=O)OCC(=O)c2ccc(F)c(F)c2)cc1	-3	-0.1	-13	2.1	-2	-5	-8	3	-7
50	CC(C)NC(=O)NCCCCCCS(C)=O (stereo not given)	-11	-2.9	-4	-0.9	-13	1	1	9	-13
51	CNC(=O)CN(c1ccc(F)cc1)S(=O)(=O)c1cc(C)ccc1OC	-2	-0.3	-10	-0.2	1	0	3	-19	-1
52	CSc1nnc(-c2cc(Br)ccc2N=Cc2c(C)[nH]n(-c3ccccc3)c2=O)c(=O)[nH]1	8	-0.5	-6	2.8	-4	-1	1	8	18*
53	O=CN1CCC(=O)N(Cc2ccccc2)c2ccccc21	-8	-0.7	-5	-1.0	-4	-6	7	-10	-3
54	O=C(Nc1ccc(Cl)cc1C(=O)NCC1CCCO1)c1ccco1 (stereo not given)	-4	-0.5	-6	0.3	-2	-5	0	-5	-4
55	COc1ccc(N2CCN(Cc3cc(=O)oc4cc5c(cc34)CCCC5)CC2)cc1	-12	-0.5	-10	0.9	-4	-3	-20	-6	-8
56	COc1ccc(CC2(CO)CCN(S(=O)(=O)c3c(C)nn(C)c3Cl)CC2)cc1	-4	-0.6	6	0.6	0	-5	-2	12	13

Limited to CendR NRP1 mod and MsrA inh, for some of the entries so far:
No. | compound | CendR NRP1 mod | MsrA inh
42 | CCOc1ccccc1CNC(=O)Cn1nc(C)c2c(C)n(-c3ccc(C)cc3)nc2c1=O | -9 | nt
43 | O=C(N/N=C/C(Cl)=C/c1ccccc1)c1cnccn1 | 9 | 9.6*
44 | COc1cc2ccccc2cc1C(=O)Nc1nnc(-c2ccncc2)o1 | 11 | 0.7
45 | CCOc1cc(N2CCOCC2)c(OCC)cc1NC(=O)c1ccc(S(C)(=O)=O)cc1 | -2 | 0.5

Entries of single compounds, looked up by structure. Order of screens: FAS-TE inh, TbMetRS inhib, MLLE-PAM2 inh, MsrA inh, MsrA act, eLon inh, MT1-MMP act inh, SKN-1 inh, CendR NRP1 mod
Shown for CCC(CC)C(=O)Nc1ccc(Sc2ccc([N+](=O)[O-])cc2)cc1 → 37, -0.4, -7, 0.8, -3, -6, 1, 13, 8
Shown for Cn1cccc1C(=O)NC(=O)COC(=O)CC12CC3CC(CC(Br)(C3)C1)C2 → 11, -0.5, 22, 0.6, 1, -12, -3, 1, -7

Screening data from PubChem.
